PMI act hi M6P = human PMI activators, high substrate, primary screen, biochemical, fluorescence intensity, near-saturating mannose 6-phosphate; coupled PMI enzyme assay, resazurin fluorescence, 20 min; active compounds read high; 1 = untreated enzyme, 0 = substrate-free blank; 0.34% of 190,000 active; activation factor at 20 µM; AID 1216, 2008; Mannose-6-phosphate isomerase (Homo sapiens), P34949;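 active = activation factor of 2 or more at 20 µM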
Target sequence (P34949 whole entry, looked up): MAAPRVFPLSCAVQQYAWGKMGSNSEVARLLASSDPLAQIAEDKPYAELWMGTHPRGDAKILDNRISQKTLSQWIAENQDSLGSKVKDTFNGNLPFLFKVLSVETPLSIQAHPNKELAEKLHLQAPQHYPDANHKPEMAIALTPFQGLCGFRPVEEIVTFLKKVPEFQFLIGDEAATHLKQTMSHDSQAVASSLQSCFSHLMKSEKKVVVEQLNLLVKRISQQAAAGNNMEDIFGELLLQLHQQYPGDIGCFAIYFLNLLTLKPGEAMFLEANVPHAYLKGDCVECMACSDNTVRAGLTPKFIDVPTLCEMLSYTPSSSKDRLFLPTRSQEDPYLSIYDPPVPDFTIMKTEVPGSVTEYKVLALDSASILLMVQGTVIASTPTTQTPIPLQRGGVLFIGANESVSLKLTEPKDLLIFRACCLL
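Material: human phosphomannose isomerase with PGI, G6PDH, diaphorase coupling enzymes; amount: PMI at 15 ng/mL final; also added: Mannose-6-phosphate 1.0 mM (near-saturating) plus 0.22 mM NADP+; incubation: enzyme reaction with compound 20 min at room temperature; signal: resorufin fluorescence (Ex 544/Em 590 nm) from resazurin via diaphorase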
FLuc act counter = FLuc activators, initial screening, artefact control for FLuc-dependent activation tests, biochemical, ATPlite luminescence; Luciferin 4-monooxygenase (Photinus pyralis), P08659; ATPlite luciferase biochemical, 10 min; 0 = ATP-free wells, 1 = DMSO control; activation factor at 10 µM; 200,000 tested, under 10 active; AID 1027, 2008;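 active = luciferase activation factor, scaled between plate controls, of at least 2 with compound at 10 µM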
Target sequence (P08659 whole entry, looked up): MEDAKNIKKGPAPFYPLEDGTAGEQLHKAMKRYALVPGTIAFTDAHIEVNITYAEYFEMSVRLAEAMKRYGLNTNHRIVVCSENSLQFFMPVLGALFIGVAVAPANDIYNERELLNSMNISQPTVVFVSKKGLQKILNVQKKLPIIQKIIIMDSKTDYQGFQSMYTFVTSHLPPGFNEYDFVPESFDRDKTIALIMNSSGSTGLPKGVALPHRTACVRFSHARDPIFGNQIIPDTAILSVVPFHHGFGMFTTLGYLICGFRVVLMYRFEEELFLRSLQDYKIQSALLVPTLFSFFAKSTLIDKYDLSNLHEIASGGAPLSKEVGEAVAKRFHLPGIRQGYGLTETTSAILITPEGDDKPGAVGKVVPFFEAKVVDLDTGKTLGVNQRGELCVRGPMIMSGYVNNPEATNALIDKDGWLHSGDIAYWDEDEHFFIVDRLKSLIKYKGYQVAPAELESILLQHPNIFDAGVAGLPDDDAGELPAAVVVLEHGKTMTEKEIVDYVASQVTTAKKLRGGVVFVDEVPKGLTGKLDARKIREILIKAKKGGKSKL
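System: luciferase plus luciferin reagent, cell-free; medium: PBS as buffer for the ATP substrate; dosing: test compounds dosed from 2 mM stocks in 100% DMSO; timing: 10 min post-reagent at room temperature; measured by: luminescence measurement of luciferase light output; evaluation: luciferase activation, seen as luminescence increase over controls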
APP 5'UTR act = activators of APP 5'UTR luciferase reporter, primary screen, SH-SY5Y cells; 1% of 190,000 active; activation, % at 2 µM; AID 1276, 2008; SH-SY5Y APP 5'UTR luciferase reporter, luminescence; zero percent = DMSO vehicle wells;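 active = activation above a set limit, based on mean plus 3 SD of controls, cut at about 140% in these data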; also: values of inactives mirror those of a sister screen read the other way
TNAP act hi DEA = TNAP activators at high phosphate acceptor level, primary screen, biochemical, luminescence, uHTS. Alkaline phosphatase, tissue-nonspecific isozyme (Homo sapiens), P05186. purified TNAP, CDP-star luminescence, 1 M DEA, 30 min; active compounds read high; 0 = EDTA background, 1 = DMSO-only activity. activation factor at 20 µM. 200,000 tested, under 10 active. AID 1136, 2008;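 active = activation factor at least 2 at 20 µM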
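Dosing: 20 µM single point. System: human TNAP. Amount: TNAP 1/800 final. Incubation: 30 min, room temperature. Read-out: TNAP activation factor scaled between EDTA and DMSO control wells. Signal: luminescence from CDP-star hydrolysis. Medium: 1 M DEA, pH 9.8, Mg2+, Zn2+. Control set: EDTA negative control, DMSO positive control.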
bIAP activator = bovine intestinal alkaline phosphatase activators, primary screen, biochemical, bovine IAP, CDP-star luminescence; alkaline phosphatase, intestinal [Bos taurus]; purified bovine IAP, 30 min; active compounds read high; fold of DMSO-control signal, blank-subtracted; activation factor at 20 µM; 0.17% of 200,000 active; AID 1016, 2008;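 active = activation factor of 2 or more at 20 µM, a signal rise over negative controls twice the positive control's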
PMI act = activators of human PMI, primary screen, biochemical, fluorescence intensity, near-Km mannose 6-phosphate; purified human PMI, coupled resazurin fluorescence, 20 min; active compounds read high; 1 = vehicle control, 0 substrate-free wells; activation factor at 20 µM; 0.005% of 190,000 active; Mannose-6-phosphate isomerase (Homo sapiens), P34949;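 active = activation factor of 2 or more at 20 µM, relative to plate controls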
TNAP inh no acc = human TNAP enzyme inhibitors, primary screen, biochemical, luminescent, no phosphate acceptor, uHTS. Alkaline phosphatase, tissue-nonspecific isozyme (Homo sapiens), P05186. purified TNAP, CDP-star luminescence, 30 min. inhibition, % at 20 µM. 0.26% of 200,000 active;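 active = tissue-nonspecific alkaline phosphatase inhibition above about 50% at 20 µM in the single-dose screen, limit read from the data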;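 also: 0% = DMSO negative control and 100% = EDTA positive control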
FLuc inh counter = firefly luciferase enzyme inhibitors, primary screen, artefact control for luciferase-based inhibitor screens, biochemical, luminescence, ATPLite | 10 min | inhibition, % at 10 µM | 1.5% of 200,000 active;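 active = inhibition above about 50% when tested at 10 µM, limit read from the data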
NF-kB expr up = activators of NF-kB expression in neurons, primary screen, cell-based, HTS. AID 1239, 2008. fold change at 12.5 µM. human neuronal cells, NF-kB reporter expression; active compounds read high. 1.6% of 190,000 active; in the data active = fold change above about 3.3
TNAP inh hi DEA = human TNAP enzyme inhibitors, primary screen, biochemical, luminescent, high phosphate acceptor level, uHTS; Alkaline phosphatase, tissue-nonspecific isozyme (Homo sapiens), P05186; purified TNAP, CDP-star luminescence, 1 M DEA; inhibition, % at 20 µM; 0.03% of 200,000 active;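 active = over 50% inhibition of tissue-nonspecific alkaline phosphatase at 20 µM in the single-dose screen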;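 also: plate controls were DMSO wells for no effect and EDTA-quenched wells as full inhibition for full effect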
* = called active by the depositor; . = not tested or not shown.

SMILES | PMI act hi M6P | FLuc act counter | APP 5'UTR act | TNAP act hi DEA | bIAP activator | PMI act | TNAP inh no acc | FLuc inh counter | NF-kB expr up | TNAP inh hi DEA
CC1(C)CC2(CC(c3ccccc3)Oc3cc(O)ccc32)NC(=O)N1 (stereo not given) | 0.9 | 1 | 17.3 | 1 | 1.1 | 1 | -6.7 | -4.0 | 0.85 | -4.5
CCOc1ccccc1N(CC(=O)Nc1ccc(S(=O)(=O)N2CCOCC2)cc1)S(=O)(=O)c1ccccc1 | 1.1 | 1.1 | 2.9 | 1.2 | 1 | 1 | 1.1 | -7.1 | 1.16 | -16.2
Cc1sc(C(=O)NCc2cccnc2)c2nc(C)n(CC(=O)NCc3cccnc3)c(=O)c12 | 1 | 1.1 | -8.1 | 1.1 | 0.9 | 1 | -13.6 | -5.7 | 1.02 | -5.0
COc1ccc(-c2nnc(SCCC(=O)O)n2-c2ccccc2)cc1 | 1.1 | 1 | 20.4 | 1 | 1 | 1.1 | 4.8 | -3.4 | 1.91 | -4.3
COc1ccc(Cl)cc1C(=O)NNC(=O)CSc1nnnn1C | 1 | 1 | 17.7 | 1 | 1.1 | 1.1 | -17.3 | 0.2 | 1.25 | 2.3
COC(=O)C1=C(N)OC2=C(C(=O)CCC2)C1c1cccnc1 (stereo not given) | . | 1.1 | 6.5 | 1 | 1 | . | -9.1 | -7.2 | 1.42 | -2.7
CCOc1ccc(NC(=O)C2CCC(N3C(=O)C4CC=CCC4C3=O)CC2)cc1 (stereo not given) | 0.8 | 1 | 4.6 | 1 | 1 | 0.8 | -9.2 | -1.8 | 0.81 | -3.0
Cn1cnnc1SCc1ccc(C(=O)n2ncc(C#N)c2N)cc1 | 1 | 1 | -14.8 | 1 | 0.9 | 0.9 | -9.5 | 4.8 | 0.99 | -4.2
CC1=CC(=C(C#N)C#N)C=C(C)N1CCN1CCNCC1 | 1 | 1 | 2.6 | 1 | 0.9 | 1 | -9.7 | 0.2 | 0.98 | 1.3
CCCc1cc(=O)n2[nH]c(-c3cc(OC)c(OC)c(OC)c3)nc2n1 | 1.1 | 1 | -1.8 | 1 | 0.9 | 0.9 | -7.9 | 2.1 | 1.18 | -2.1
CCCNS(=O)(=O)c1ccc(OCC(=O)N2CCCC2)cc1 | 1 | 1 | -10.2 | 1 | 1.4 | 1 | -56.1 | 2.4 | 1.08 | -1.8
CC1CCCC(NC(=O)COC(=O)CN2C(=O)C3CCCCC3C2=O)C1C (stereo not given) | 1 | 1 | -66.5 | 0.9 | 0.8 | 1 | -13.3 | 0.1 | 1 | 7.4
CCOC(=O)c1[nH]c(CSc2nnc(-c3ccc(OC)cc3)o2)c(C(=O)OCC)c1C | 1 | 1 | 1.5 | 1.1 | 1 | 1 | -11.7 | -0.8 | 1.26 | -5.3
COc1cccc(C(=O)C2CCCN(Cc3cccn3-c3cccnc3)C2)c1 (stereo not given) | 1 | 1 | -4.8 | 1.1 | 1 | 1 | -9.7 | -2.4 | 1.01 | -6.9
O=C(CSc1nc2ccc([N+](=O)[O-])cc2s1)NC1CCS(=O)(=O)C1 (stereo not given) | 0.9 | 1 | -13.4 | 1 | 1 | 1.1 | 9.7 | 1.2 | 1.08 | 0.7
COc1ccc(/C=N/NC(=O)CN(c2ccc(OC)cc2)S(=O)(=O)c2ccccc2)cc1 | 0.8 | 1 | -2.2 | 1 | 1 | 0.8 | -15.5 | 0.3 | 0.81 | -1.1
Cc1cc(C(=O)CSc2nnc3c(Cl)cc(Cl)cn23)c(C)n1C | 1.1 | 1 | -1.0 | 1 | 1 | 1.1 | 1.8 | -1.9 | 0.96 | -3.6
O=C(O)CCn1c(=O)sc2ccccc21 | 1 | 1 | 1.4 | 1 | 0.9 | 1 | -5.8 | 0.6 | 1.39 | -2.8
COc1cc(NC(=O)c2ccc(Cl)cc2)c(OC)cc1Cl | 1.1 | 1 | 13.1 | 1 | 1 | 1 | -14.4 | -0.2 | 1.62 | 0.1
Cc1ccc(NCc2ccc(Cl)nc2)c(NCc2ccc(Cl)nc2)c1 | 1.9 | 1 | 1.6 | 1 | 1 | 1.6 | 10.6 | -1.9 | 0.86 | 0.6
C[C@H](NC(N)=O)C(=O)OCC(=O)Nc1ccc(OC(F)F)cc1 | 1.1 | 1 | -4.4 | 1 | 1.1 | 1.1 | -9.8 | 4.0 | 0.92 | 0.2
Cc1ccc2nc(N3CCN(c4cccc(C)c4C)CC3)c3nnnn3c2c1 | 1.1 | 1.1 | -5.7 | 1 | 0.9 | 1 | -12.3 | -6.6 | 0.66 | 0.0
CCOc1ccc(-n2nnc3c(=O)n(C/C=C/c4ccccc4)cnc32)cc1 | 1 | 1.1 | 7.7 | 1.1 | 1 | 1 | -2.1 | -5.1 | 1.16 | -7.6
O=C(NNC(=S)NCc1ccccc1)c1ccccc1OC(F)F | 1 | 1 | -6.5 | 1 | 1 | 1 | -180.3 | -1.2 | 1.33 | -1.0
CCN1CCCC1CNC(=O)c1c(O)c2c([nH]c1=O)CCCC2 (stereo not given) | 1 | 1 | 3.7 | 1 | 1 | 1 | -4.8 | 0.9 | 1.02 | -1.8
CCOc1ccc(-n2c(SCC(=O)Nc3ccc(CC)cc3)nc3n[nH]c(C)c3c2=N)cc1 | 1.1 | 1 | -25.8 | 1 | 1.3 | 1.1 | -18.8 | 2.8 | 0.78 | 3.5
COc1ccc(N(CC(=O)NCCSCc2ccco2)S(=O)(=O)c2ccc(C)cc2)cc1 | 1 | 1 | -4.3 | 1.1 | 1.1 | 0.9 | -14.4 | -0.1 | 1.02 | -6.7
Cc1nc2ccc(C(=O)O)cc2[nH]1 | 1 | 1 | -4.6 | 1 | 1 | 1 | -14.9 | -1.5 | 1.16 | -3.1
COc1ccccc1NC(=O)COC(=O)C1CC1 | 1 | 1 | -14.5 | 1 | 0.9 | 1.1 | -11.9 | -1.9 | 1.17 | -3.2
N#Cc1ccc2ccn(CC(=O)NCc3ccccc3)c2c1 | 0.9 | 1 | 14.2 | 1 | 0.9 | 0.8 | -5.7 | -0.8 | 1.09 | -1.9
CCCOc1cccc(OCC(=O)Nc2nc3ccccc3[nH]2)c1 | 0.9 | 0.8 | -2.4 | 1 | 1 | 0.9 | -9.7 | 15.4 | 1.06 | 0.1
O=C(Nc1ccncc1)c1cc(-c2ccccn2)nc2ccccc12 | 1.1 | 1 | -28.0 | 1 | 1 | 1.2 | -4.9 | -2.2 | 1.02 | -3.0
COc1ccc(NC(=O)CN(C)S(=O)(=O)c2ccc(Cl)cc2)c([N+](=O)[O-])c1 | 1.1 | 1.1 | 4.3 | 1 | 1 | 1.4 | -3.4 | -6.4 | 1.35 | 0.9
Fc1ccc(/C=N/NC(=S)Nc2ccc(Cl)cc2)cc1F | 1 | 1.1 | 20.7 | 1 | 1 | 0.9 | -20.0 | -5.3 | 1.41 | 2.0
Cc1nc2sc(C(c3cccc(F)c3)N3CC(C)OC(C)C3)c(O)n2n1 (stereo not given) | 1 | 1 | 12.3 | 1 | 1 | 1.1 | 17.8 | -2.7 | 1.13 | 2.5
COC(=O)c1c(C)oc2ccc(N(C(=O)c3ccncc3)S(=O)(=O)c3ccc(C)cc3C)cc12 | 0.8 | 1 | -0.1 | 1 | 1 | 0.8 | -16.0 | -3.4 | 0.92 | -1.1
Cc1cc(=O)[nH]c2cc(O)ccc12 | 0.8 | 1 | -3.8 | 1 | 0.9 | 0.8 | -8.9 | -1.3 | 1.13 | -1.3
COCC(C)NC(=O)Cc1ccc(F)cc1 (stereo not given) | 1 | 1 | 5.4 | 1 | 0.9 | 1 | -3.8 | -3.5 | 1.1 | 2.7
Cc1cc2ncc(C(N)=O)cn2n1 | 1 | 1 | -16.3 | 1 | 1 | 1.1 | -8.4 | 0.6 | 1.2 | -3.4
COc1ccccc1Nc1ncnc2c1cnn2-c1cccc(C)c1 | 0.9 | 1 | 12.0 | 1 | 0.9 | 0.9 | -5.7 | 3.0 | 1.85 | 0.8
Cc1onc(-c2c(F)cccc2Cl)c1C(=O)N1CCCc2ccccc21 | 1 | 1.1 | -0.8 | 1 | 0.9 | 0.9 | -9.1 | -7.1 | 1.05 | 0.0
COC(=O)c1ccc(C)c(N(CCO)CCO)c1 | 1 | 1.1 | 1.5 | 1 | 1 | 1 | -7.6 | -7.7 | 1.25 | -4.9
COCCn1c(SCC(=O)Nc2ccc(C)cc2C)nc2c(oc3ccccc32)c1=O | 1.1 | 1 | -3.8 | 1 | 1 | 1.1 | -33.8 | 0.8 | 1.14 | -3.4
COc1ccc(CCNC(=O)CN(C)S(=O)(=O)c2cccc3nsnc23)cc1OC | 1.1 | 1 | -5.9 | 1 | 1 | 1.1 | -10.6 | -4.3 | 0.77 | -4.5
Cn1nc(C(F)(F)F)c2cc(NC(=O)OCC(C)(C)C)sc21 | 1.1 | 0.9 | 7.1 | 1 | 0.8 | 1.1 | -0.3 | 5.0 | 0.99 | 2.8
CCOC(=O)C(C)N1C(=O)S/C(=C/c2cc(C)n(-c3ccncc3)c2C)C1=O (stereo not given) | 0.6 | 1 | 7.7 | 1 | 1.2 | 0.9 | -16.4 | -1.2 | 0.97 | -2.9
